Source: PubChem BioAssay (several laboratories)
Myeloid diff MLP – compounds promoting myeloid differentiation; ER-HoxA9 myeloid progenitors, lysozyme-GFP differentiation, flow cytometry; calls only at 10 µM; 360,000 compounds, 1% hits;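 active = normalized GFP-positive differentiation at or above the plate's own cutoff, the solvent-only control mean plus 3 SD; inconclusive = no clear call, values can overlap the other calls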;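 also: cells exposed to compound for four days before flow analysis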
Lipid droplet – hepatic lipid droplet formation modulation; inhibition, % at 6.5 µM; 240,000 compounds, 0.4% hits; AML12 mouse hepatocytes, oleate lipid droplets, BODIPY imaging;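 active = lipid droplet intensity inhibited by at least 50%, with more than 500 cells counted; inconclusive = wells with under 300 cells, treated as cytotoxic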
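Material: mouse AML12 hepatocyte cell line, fixed after treatment; Timing: compound with oleate, overnight; Technique: high-content imaging of BODIPY-stained droplets and DAPI nuclei; Probe or stimulus: oleate, 100 µM final; Dosing: compound at 6.5 µM only.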
SIAH1 antagonists – Siah-1 peptide-binding antagonists, primary screen, biochemical, fluorescence polarization, rhodamine-plectin, uHTS (AID 1817); Siah-1 / rhodamine-plectin peptide fluorescence polarization; higher % means a stronger effect; one-dose displacement, % at 20 µM; IC50 in µM for titrated hits; 290,000 compounds, 0.02% hits;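 active = displacement of at least 50% at 20 µM, with a fluorescence ratio check between 0.3 and a set limit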;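 also: plate controls were Siah plus tracer with DMSO for no effect and tracer alone without Siah for full effect; strong numbers were not always called active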
LYP inhibition – inhibitors of LYP phosphatase, biochemical, fluorescence intensity, uHTS (AID 1779) | recombinant LYP phosphatase, fluorescence intensity; higher % means a stronger effect | one-dose inhibition, % at 11.5 µM; IC50 in µM for titrated hits | 290,000 compounds, 0.054% hits;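 also: plate controls were vehicle with enzyme for no effect and no enzyme for full effect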
HEK293 NOD2/NF-kB – inhibition of NOD2-driven NF-kB reporter – cell-based, luminescence, uHTS, HEK293 (AID 1566); inhibition, % at 4 µM, or EC50 in µM where a hit was titrated; 290,000 compounds, 0.63% hits; HEK293 NOD2/NF-kB luciferase reporter, luminescence; higher % means a stronger effect; also: many of its hits are not listed in these tables
NS5 inhibitors – Dengue-2 NS5 methyltransferase inhibitors, primary screen, biochemical, confirmation dose response (AID 588689); Dengue-2 NS5 methyltransferase capping enzyme assay, biochemical; higher % means a stronger effect; one-dose inhibition, % at 25 µM; IC50 in µM for titrated hits; 340,000 compounds, 0.3% hits; in the data active = a potency from the dose series; inconclusive = inhibition above about 29% without an active follow-up result
XIAP displacement – small molecules displacing peptide from XIAP – biochemical, IAP family, fluorescence polarization (AID 1018); one-dose displacement, % at 20 µM; IC50 in µM for titrated hits; XIAP BIR domain, fluorescence polarization peptide displacement; higher % means a stronger effect; 200,000 compounds, 0.007% hits; in the data active = displacement above about 50%; also: a part of the inactive calls stands beside numbers as strong as those of hits
HIV peptide binding – cell-free HIV fusion peptide-binding blockers – biochemical, uHTS, fluorescence dequenching, primary screen (AID 1986). cell-free peptide binding, fluorescence dequenching, 30 min; higher % means a stronger effect. inhibition, % at 20 µM, or IC50 in µM where a hit was titrated. 290,000 compounds, 0.3% hits; in the data active = inhibition mostly above about 52%, no sharp cut-off; inactive = mostly below about 76%; also: some results filed as inactive read as strong as hits
AID2073 – disruptors of CaV2.2 binding to Mint1 – biochemical, HTRF (AID 2073); 290,000 compounds, 0.19% hits; inhibition, % at 20 µM; hits with a dose series show IC50 in µM; HTRF protein-protein interaction, Mint1-CaV2.2; higher % means a stronger effect; in the data active = inhibition mostly above about 51%, no sharp cut-off; inconclusive = no clear call, values can overlap the other calls; inactive = mostly below about 53%; also: some results filed as inactive read as strong as hits
Lipid droplet cells 6.5 µM – also measured in Lipid droplet; calls as there; cell count; measured here: cell count, cytotoxicity flag;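 cells counted across two imaged fields per well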
NS5 inhibitors pilot replicate – further read-out of NS5 inhibitors, marked with its call; inhibition, %; measured here: pilot screen replicate inhibition
Myeloid diff MLP GFP+ MAC1+ % – further read-out of Myeloid diff MLP, marked with its call; GFP+ MAC1+ double positive, %; measured here: differentiation confirmed by MAC1 staining
* hit, by the source's call; i = inactive; ? = inconclusive; . = not tested or not shown; + = active, no number. Rule as the data show it, unless noted: active = inhibition above about 50%; inactive = the rest. An excerpt (hit frequency here may not be typical).

SMILES	Myeloid diff MLP	Myeloid diff MLP GFP+ MAC1+ %	Lipid droplet	Lipid droplet cells 6.5 µM	SIAH1 antagonists	LYP inhibition	HEK293 NOD2/NF-kB	NS5 inhibitors	XIAP displacement	HIV peptide binding	AID2073	others
CCOC(=O)/C(C#N)=C(C)/C=C1\Sc2ccccc2N1CC	i	5.5	0	670	5%	-3%	-20%	-8%	-3.1%	150%	-30%
Cc1ccc(NNC(=O)c2cc(C)on2)c(C)c1	i	0.6	-5	745	-3%	-7%	-65%	-8%	.	-2.2%	2%
COc1cccc(-c2nnc(-c3ccc(C(F)(F)F)cc3)o2)c1	i	0.9	-4	764	4%	-1%	14%	-4%	-3.8%	2.0%	-3%
COc1cccc(CNc2nc(SC)ncc2CO)c1	i	0.8	-20	743	5%	-2%	1%	2%	-2.7%	0.0%	-3%
C#CCOCCOCCOCCNc1nc(N2CCN(C(=O)[C@H](Cc3ccc(O)cc3)n3cc(C(N)CC(C)C)nn3)CC2)nc(N2CCN(C(=O)[C@H](CCC(=O)O)n3cc(C(N)[C@H](C)CC)nn3)CC2)n1 (some centres undefined)	i	1.2	-1	723	1%	-6%	10%	4%	-15%	-1.0%	19%
CCOc1ccc(N2C(=O)CC(N3CCN(c4ccccc4OC)CC3)C2=O)cc1 (centres undefined)	i	0.6	.	.	-4%	-10%	4%	-4%	.	-2.1%	12%
CC(C)(C)c1ccc(Cn2nnc3c(=O)[nH]c(C4CCN(C(=O)Cc5cccs5)CC4)nc32)cc1	i	0.5	.	.	2%	12%	-17%	1%	-6.4%	3.3%	22%
COc1ccc(CCNC(=O)COc2cc(O)c3c(c2)OC(C)(C)CC3=O)cc1OC	i	2.3	1	781	0%	-8%	22%	-1%	.	0.6%	3%
CCOC(=O)CC(NC(=O)Cc1cccs1)c1ccccc1Cl (centres undefined)	i	0.4	-13	778	-3%	-5%	15%	-2%	.	-0.4%	8%
COc1ccccc1C(=O)NCCNC(=O)c1ccc(C)nc1	i	2.5	-28	792	17%	-8%	2%	2%	.	-0.1%	0%
Cc1sc2ncnc(N[C@@H](CCC(=O)O)C(=O)O)c2c1C	i	0.6	.	.	5%	1%	3%	2%	-2.7%	0.7%	8%
Fc1ccc(Nc2c3c(nc4ccccc24)CCC3)cc1	i	0.8	4	673	2%	-3%	17%	2%	-3.7%	-1.5%	3%
O=C(NNS(=O)(=O)c1ccccc1)c1cnn(-c2ccc(Cl)cc2)c1C(F)(F)F	i	1.4	-5	633	6%	-4%	18%	4%	.	-3.5%	-11%
CN(C)S(=O)(=O)c1ccc(C(=O)OCn2nnc3ccccc3c2=O)cc1	i	3.0	-8	651	1%	-6%	-3%	-4%	-6.5%	1.9%	1%
Cc1ccc(-n2ncc3c(=O)n(CC(=O)N4CCCc5ccccc54)cnc32)cc1C	i	0.5	-4	690	25%	2%	7%	1%	-0.9%	2.4%	22%
CCn1c(=O)ccc2cc([N+](=O)[O-])ccc21	i	0.3	-3	701	3%	-1%	7%	-4%	-8.2%	-0.2%	7%
CCN(Cc1ccncc1)C(=O)c1cc(COc2ccc(F)cc2F)on1	i	1.8	-4	678	1%	-13%	16%	-7%	.	-1.8%	-3%
Cc1ccc(C)c(-c2nnc(NC(=O)Cc3ccc(F)cc3)o2)c1	i	0.9	-1	775	1%	-12%	47%	-4%	.	0.0%	-3%
CCOc1cccc(C(=O)Nc2ccc3c(c2)OCCO3)c1	i	0.5	-2	816	-1%	-5%	-103%	-15%	.	-1.8%	9%
CCOC(=O)Cc1csc(NC(=O)c2sc3nc4ccc(C)cc4cc3c2N)n1	i	1.7	.	.	3%	1%	1%	-9%	-5.4%	21%	12%	NS5 inhibitors pilot replicate=-6.1
Cc1ccc(C)c(NS(=O)(=O)c2cc(C(=O)NCc3ccncc3)ccc2C)c1	i	0.7	-6	829	1%	-8%	16%	-11%	.	0.4%	4%
Cc1cc(C(=O)OCC(=O)Nc2cc(S(=O)(=O)N(C)C)ccc2C)c2ccccc2n1	i	0.4	4	611	-4%	-2%	-18%	-4%	-1.1%	-0.8%	-3%
COc1cc(C(=O)NCCN2CCN(C(=O)c3cc(OC)c(OC)c(OC)c3)CC2)cc(OC)c1OC	i	0.7	0	859	-1%	-11%	-4%	-5%	.	-1.3%	-1%
COc1cccc(-c2cc(C(=O)N3CCN(c4ncccn4)CC3)c3ccccc3n2)c1	i	0.6	-2	775	0%	9%	-18%	0%	-0.2%	-2.0%	0%
Cc1cc(C(=O)NCCc2ccccc2)c2cc(F)ccc2n1	i	0.6	5	667	-4%	1%	-8%	-7%	4.9%	-0.6%	0%
C/C(=N\NC(=O)CCc1ccccc1)C1C(=O)c2ccccc2C1=O	i	0.7	0	678	-10%	-2%	-17%	0%	-3.3%	-1.1%	8%
Cc1ccc(NC(=O)CC2CS(=O)(=O)CC2CC(=O)Nc2ccc(C)c(C)c2)cc1C (centres undefined)	i	1.5	.	.	7%	-9%	-1%	-5%	-5.2%	-2.8%	4%
Cc1[nH][nH]c(=O)c1/C=N/N1CCOCC1	i	0.1	2	725	13%	-1%	2%	4%	-4.5%	1.1%	2%
Fc1ccccc1-c1nnc2ccc3ccccc3n12	i	0.6	1	827	4%	-2%	15%	2%	.	0.6%	4%
CCC(=O)NC1(C(F)(F)F)C(=O)Nc2c1c(=O)[nH]c(=O)n2CC(C)C (centres undefined)	i	0.3	10	718	1%	-5%	10%	2%	.	-2.0%	2%
Cc1ccc(NC(=O)C2CCCN2C(=O)OCc2ccccc2)cc1F (centres undefined)	i	7.7	-9	708	2%	-6%	-6%	0%	.	-1.0%	8%
CCSc1nnc(-c2c[nH]c3ccccc23)o1	i	0.2	1	889	-4%	-12%	-51%	-7%	.	-2.3%	12%
N#Cc1ccc(NC(=O)COC(=O)C2Cc3ccccc3CN2C(=O)c2ccccc2)cc1 (centres undefined)	+	3.7*	7	690	7%	0%	-8%	-6%	-6.6%	-0.8%	-5%
Cc1c(C(=O)N(C)C(C)c2ccccn2)oc2c(F)cccc12 (centres undefined)	i	0.5	-1	744	-7%	-8%	-19%	-6%	.	0.7%	10%
O=C(O)c1cccnc1SC1CC(=O)N(Cc2ccccc2)C1=O (centres undefined)	i	1.2	23	684	4%	-10%	2%	-9%	-6.2%	-2.1%	2%
CCOc1ccc(N2CC(C(=O)Nc3ccc(S(=O)(=O)N4CCCC4)cc3)CC2=O)cc1 (centres undefined)	i	0.6	-2	845	-1%	-14%	11%	0%	.	1.0%	-6%
O=C(Nc1ccccc1)c1ccccc1O	i	1.3	.	.	-2%	-4%	-4%	2%	-4.3%	0.2%	8%
Cc1cc2nc(C)c3c(n2n1)CCC3	i	0.6	16	712	-4%	-5%	7%	-7%	-6.0%	1.6%	12%
Cc1cc(NC(=O)CCC(=O)N(Cc2ccco2)C(C)(C)C(=O)NC2CCCCC2)no1	i	0.5	11	752	8%	-6%	2%	-4%	-3.1%	1.8%	-9%
COc1cc(/C=C/CN2CCN(Cc3ccc(C)o3)C(CCO)C2)ccc1O (centres undefined)	i	0.6	24	746	2%	-4%	3%	-9%	-7.3%	0.9%	-7%
Cc1csc(=Nc2cccnc2)n1CC1CCCCC1	i	0.5	-20	715	20%	-2%	10%	-13%	-7.6%	-0.7%	-13%
COc1ccc(-c2c3c(=O)n(C)c(=O)n(C)c3cn2N2CCOCC2)cc1	i	0.6	12	658	0%	5%	22%	-10%	-2.2%	-2.2%	-2%
CCOc1cc(CNCCO)cc(Br)c1OCc1ccc(Cl)cc1Cl	i	0.6	.	.	-3%	-3%	0%	0%	-6.5%	-2.3%	17%
COC(=O)C1CC(O)CN1S(=O)(=O)c1cccs1 (centres undefined)	i	0.3	4	609	5%	-9%	4%	0%	-2.1%	0.4%	?
CCCn1cc(S(=O)(=O)c2ccc(C)cc2)c(=O)c2cc(OCC)ccc21	i	3.4	-13	731	0%	-2%	-5%	-1%	.	-2.0%	1%

7 compounds from above, arranged by length of the SMILES, highest first:
SMILES	Myeloid diff MLP	Myeloid diff MLP GFP+ MAC1+ %	Lipid droplet	Lipid droplet cells 6.5 µM	SIAH1 antagonists	LYP inhibition	HEK293 NOD2/NF-kB	NS5 inhibitors	XIAP displacement	HIV peptide binding	AID2073	others
CCOc1ccc(N2CC(C(=O)Nc3ccc(S(=O)(=O)N4CCCC4)cc3)CC2=O)cc1 (centres undefined)	i	0.6	-2	845	-1%	-14%	11%	0%	.	1.0%	-6%
Cc1cc(NC(=O)CCC(=O)N(Cc2ccco2)C(C)(C)C(=O)NC2CCCCC2)no1	i	0.5	11	752	8%	-6%	2%	-4%	-3.1%	1.8%	-9%
N#Cc1ccc(NC(=O)COC(=O)C2Cc3ccccc3CN2C(=O)c2ccccc2)cc1 (centres undefined)	+	3.7*	7	690	7%	0%	-8%	-6%	-6.6%	-0.8%	-5%
CCCn1cc(S(=O)(=O)c2ccc(C)cc2)c(=O)c2cc(OCC)ccc21	i	3.4	-13	731	0%	-2%	-5%	-1%	.	-2.0%	1%
COc1cc(/C=C/CN2CCN(Cc3ccc(C)o3)C(CCO)C2)ccc1O (centres undefined)	i	0.6	24	746	2%	-4%	3%	-9%	-7.3%	0.9%	-7%
Cc1c(C(=O)N(C)C(C)c2ccccn2)oc2c(F)cccc12 (centres undefined)	i	0.5	-1	744	-7%	-8%	-19%	-6%	.	0.7%	10%
CCSc1nnc(-c2c[nH]c3ccccc23)o1	i	0.2	1	889	-4%	-12%	-51%	-7%	.	-2.3%	12%

New compounds follow.
SMILES	Myeloid diff MLP	Myeloid diff MLP GFP+ MAC1+ %	Lipid droplet	Lipid droplet cells 6.5 µM	SIAH1 antagonists	LYP inhibition	HEK293 NOD2/NF-kB	NS5 inhibitors	XIAP displacement	HIV peptide binding	AID2073	others
COc1ccc(C2C(C(=O)c3ccco3)=C(O)C(=O)N2CCCn2ccnc2)c(OC)c1 (centres undefined)	i	0.7	0	790	1%	-11%	-7%	-4%	.	-2.6%	6%
O=C1NC(=O)/C(=C\c2ccc(OCc3cccc(C(=O)O)c3)c(Cl)c2)N1	i	0.1	3	707	12%	2%	-107%	0%	-6.0%	12%	-8%
CCn1c(SCc2ccc(C(=O)OC)o2)nnc1-c1c[nH]c2ccccc12	i	3.3	.	.	-2%	-3%	11%	-1%	-6.2%	2.2%	-8%
O=C(CNC(=S)N(Cc1ccccc1Cl)C1CCCC1)NCCN1CCOCC1	.	.	-13	688	16%	-6%	1%	-2%	-6.5%	-0.8%	-25%
CCCC(=O)NC(C)c1nc2ccccc2n1C (centres undefined)	i	1.9	0	697	-2%	0%	-14%	-1%	-15%	-1.4%	4%
O=C(COc1ccccc1Cl)NCCNC(=O)c1cnccn1	i	4.0	-20	791	1%	0%	4%	-2%	.	-0.8%	-1%
COCc1cc(C)nc(SCc2ccccc2)c1C#N	i	0.5	-9	755	3%	-4%	15%	0%	.	0.1%	-4%
COCCN(C(=O)c1ccccc1F)c1nc(-c2ccc(OC)cc2)cs1	i	0.1	-54	811	-6%	-5%	0%	2%	.	0.5%	7%	NS5 inhibitors pilot replicate=0.6
